FBW7 activator = FBW7 E3 ligase activators, primary screen, biochemical, AlphaScreen, human. F-box/WD repeat-containing protein 7 (Homo sapiens), Q969H0. AlphaScreen FBW7–phospho-cyclin E peptide binding, activator screen. normalized activity (activation), % at 26.1 µM. 650,000 tested, 0.13% active. AID 1259310, 2017; in the data active means normalized activity above about 1.9%;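 further: purified mutant Fbw7 with reduced substrate affinity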
TEAD-YAP block = TEAD-YAP interaction inhibition, primary screen, TEAD-YAP interaction inhibitor project, luminescence, HEK-TIYL cells; inhibition, % at 9.12 µM; 640,000 tested, 1.4% active; TEAD-Gal4/YAP UAS-luciferase luminescence; in the data active means inhibition above about 32%;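 further: 0% = median of test compound wells and 100% = reference inhibitor wells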
MITF inh = MITF inhibitors, primary screen, biochemical, AlphaScreen, human; 650,000 tested, 0.91% active; AlphaScreen MITF homodimerization, bead proximity signal; AID 1259374, 2018; inhibition, % at 2.6 µM; in the data active means inhibition above about 50%;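 further: 0% = vehicle wells with protein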
Target sequence (O75030 whole entry, looked up): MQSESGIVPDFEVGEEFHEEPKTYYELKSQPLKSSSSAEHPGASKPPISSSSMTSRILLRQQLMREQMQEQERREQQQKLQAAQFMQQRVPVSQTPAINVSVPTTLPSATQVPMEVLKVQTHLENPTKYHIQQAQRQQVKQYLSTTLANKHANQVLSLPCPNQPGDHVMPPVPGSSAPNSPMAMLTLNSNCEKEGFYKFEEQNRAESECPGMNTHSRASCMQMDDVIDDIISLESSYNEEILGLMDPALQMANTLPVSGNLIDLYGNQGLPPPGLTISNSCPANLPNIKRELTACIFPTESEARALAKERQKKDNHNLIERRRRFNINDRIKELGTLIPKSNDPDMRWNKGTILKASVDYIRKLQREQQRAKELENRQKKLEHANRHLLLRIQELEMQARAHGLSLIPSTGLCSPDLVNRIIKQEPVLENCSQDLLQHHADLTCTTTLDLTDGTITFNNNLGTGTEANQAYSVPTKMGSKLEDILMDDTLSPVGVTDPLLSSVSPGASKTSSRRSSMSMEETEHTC
GPR151 activ = activators of human GPR151, primary screen, cell-based, PathHunter beta-arrestin, luminescence; activation, % at 11.2 µM; PathHunter beta-arrestin GPR151 cells; G-protein coupled receptor 151 (Homo sapiens), Q8TDV0; 650,000 tested, 1% active; AID 1508602, 2020; in the data active means activation above about 4.9%;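 further: 0% = median of compound wells and 100% = cells with positive control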
Target sequence (Q8TDV0 whole entry, looked up): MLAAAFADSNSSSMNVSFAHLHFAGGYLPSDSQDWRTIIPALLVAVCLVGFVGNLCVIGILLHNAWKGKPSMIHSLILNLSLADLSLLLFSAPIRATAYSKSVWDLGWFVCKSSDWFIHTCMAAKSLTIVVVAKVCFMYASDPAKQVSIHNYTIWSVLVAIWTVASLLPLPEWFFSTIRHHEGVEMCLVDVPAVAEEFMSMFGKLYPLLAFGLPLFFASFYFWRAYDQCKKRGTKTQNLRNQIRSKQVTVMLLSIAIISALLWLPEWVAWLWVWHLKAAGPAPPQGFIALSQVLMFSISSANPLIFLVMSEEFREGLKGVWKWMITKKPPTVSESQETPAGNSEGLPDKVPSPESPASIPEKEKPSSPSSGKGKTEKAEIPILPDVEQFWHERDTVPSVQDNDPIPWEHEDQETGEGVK
* hit, by the source's call.

SMILES	FBW7 activator	TEAD-YAP block	MITF inh	GPR151 activ
O=C(NN1C(=O)c2ccccc2C1=O)c1cccc(N2C(=O)c3ccc(C(=O)NN4C(=O)c5ccccc5C4=O)cc3C2=O)c1	0.0	-4	-1	0.4
CCNC(=S)N1CCn2cccc2C1c1cccs1 (stereo not given)	-0.1	5	4	1.4
CCCc1cc(=O)oc2cc(OCC(C)=O)c(Cl)cc12	-0.1	7	-6	-1.9
COC(=O)C1=CN(Cc2ccc(OC)c(OC)c2)C=C(C(=O)OC)C1c1ccc(OCc2ccccc2)cc1	0.2	-20	1	0.4
C=CCN1C(=O)C(O)(CC(=O)c2cc(C)ccc2C)c2ccccc21 (stereo not given)	-0.1	-6	-1	0.7
CCOC(=O)c1ccc(S(=O)(=O)NCCN(CC)CC)cc1	0.1	8	16	-0.1
Cc1c(N=C2SCC(=O)N2c2c(C)n(C)n(-c3ccccc3)c2=O)c(=O)n(-c2ccccc2)n1C	0.1	-9	-1	-1.7
COC(=O)C(C)NC(=O)c1cccc(C)c1 (stereo not given)	-0.1	-5	-8	-0.3
COc1ccc(C(C)NC(=O)c2ccccc2Br)cc1OC (stereo not given)	0.6	0	6	0.4
O=C(Cc1c(C(=O)O)[nH]c2ccccc12)Nc1ccc(F)cc1Cl	-0.1	6	7	0.2
Cc1ccnc(NC(c2ccsc2)c2ccc3cccnc3c2O)c1 (stereo not given)	-0.5	89*	62*	0.0
CCCCN(C)C(=O)c1nc2ccccn2c1CN(C)CC(=O)OCC	0.0	1	4	0.0
C/C(=N/NC(=O)c1cc2ccccc2cc1O)c1cc2cc([N+](=O)[O-])ccc2oc1=O	-0.1	-4	-13	-1.4
COc1ccc(NC(=O)/C=C/c2ccc(C)o2)cc1	-0.1	-48	10	0.9
N#Cc1cccc(S(=O)(=O)N2CCc3nc(-c4ccccn4)nc(N4CCCC4)c3C2)c1	-0.6	4	10	-0.3

4 of the compounds above, in markdown:
| SMILES | FBW7 activator | TEAD-YAP block | MITF inh | GPR151 activ |
| --- | --- | --- | --- | --- |
| O=C(NN1C(=O)c2ccccc2C1=O)c1cccc(N2C(=O)c3ccc(C(=O)NN4C(=O)c5ccccc5C4=O)cc3C2=O)c1 | 0.0 | -4 | -1 | 0.4 |
| CCNC(=S)N1CCn2cccc2C1c1cccs1 (stereo not given) | -0.1 | 5 | 4 | 1.4 |
| CCCc1cc(=O)oc2cc(OCC(C)=O)c(Cl)cc12 | -0.1 | 7 | -6 | -1.9 |
| COC(=O)C1=CN(Cc2ccc(OC)c(OC)c2)C=C(C(=O)OC)C1c1ccc(OCc2ccccc2)cc1 | 0.2 | -20 | 1 | 0.4 |

(listing goes on)
SMILES	FBW7 activator	TEAD-YAP block	MITF inh	GPR151 activ
COC(=O)c1cccc(-n2c(C)cc(/C=C(/C#N)C(=O)NCc3ccco3)c2C)c1	-0.2	21	18	0.3
COc1cc(NC(=O)CCc2c(C)nc3nc(CN)nn3c2C)cc(OC)c1	-0.1	-2	1	-1.1
CCOC(=O)C1C(=O)C=C(c2cccc(OC)c2)CC1c1ccc(F)cc1 (stereo not given)	0.3	4	7	0.8
COc1cccc(C(C)N(C)Cc2nc(-c3cccs3)no2)c1 (stereo not given)	0.0	-9	-23	0.1
CN(C)c1cccc(Nc2ncc(C(=O)Nc3ccc4c(c3)OCO4)s2)c1	0.2	-8	16	-2.1
COc1c(C)cccc1C(=O)Nc1ccccc1N1CCN(S(C)(=O)=O)CC1	0.1	11	17	-2.5
CCC(=O)NC(Nc1sc2c(c1C#N)CCN(Cc1ccccc1)C2)(C(=O)OC)C(F)(F)F (stereo not given)	-0.1	3	3	-0.1
CCn1c2ccccc2c2nnc(SCC(=O)N3CCCc4ccccc43)nc21	-0.1	2	1	-1.3
COc1ccc(/C(N)=N/OC(=O)CC2CCCCC2)cc1OC	-0.1	-15	-10	0.8
Cc1nc(Oc2ccc(Cl)cc2)c(C(=O)NCc2ccc(Cl)cc2)c(C)c1Cl	0.1	-6	-7	1.0
Cc1csc(SCC(=O)NCc2cccc(Cl)c2)n1	-0.1	-4	-7	-1.7
COc1ccc([N+](=O)[O-])cc1N1C(=O)C2C3c4ccccc4C(C(C)=O)(c4ccccc43)C2C1=O (stereo not given)	0.0	-11	-9	0.7
O=C(Nc1ccc(C(=O)N2CCCC2)cc1)c1cccnc1	-0.1	7	10	-1.9
COC(=O)c1cccnc1NC(=S)NNC(=O)c1ccc([N+](=O)[O-])cc1	-0.1	1	0	1.9
COc1ccc(CCNC(=O)COc2ccc([N+](=O)[O-])cc2)cc1	0.1	6	-5	1.5
CCC(C)(C)n1nnnc1CN1CCN(c2nc3ccc(C)cc3cc2C#N)CC1	-0.1	12	-22	0.3
O=C(N/N=C/c1cc([N+](=O)[O-])ccc1Cl)c1cccnc1	-0.1	-6	-3	0.4
Cc1nc(NCc2cccs2)c2nnn(Cc3ccccc3)c2n1	-0.1	-9	-2	0.0
CC(=O)N1C=CN(C(C)=O)C(c2cn(C)c3ccccc23)C1c1cn(C)c2ccccc12 (stereo not given)	0.4	2	22	-0.2
Cc1ccc(C)c(CN2CCc3nnc(CCNC(=O)Cc4ccc(F)cc4)n3CC2)c1	-0.4	-5	-12	1.2
COc1ccc(OC)c(NC(=O)c2ccc3c(c2)C(=O)N(c2cc(C)on2)C3=O)c1	0.7	-8	8	0.4
COc1ccc(-c2nc3cc(NC(=O)c4ccccc4[N+](=O)[O-])ccc3o2)cc1	-0.1	-31	9	2.0
Cc1cc(C(=O)CSc2ncccn2)c(C)n1Cc1cccs1	0.1	18	15	-0.2
COC(=O)c1cc(Br)ccc1NC(=O)c1ccc(OC)c(OC)c1	0.1	-8	1	1.2
Nc1nnnn1/N=C/c1ccc(-c2ccc([N+](=O)[O-])cc2Br)o1	0.0	4	13	1.7
CCCN(C1=NC2CS(=O)(=O)CC2S1)c1ccc(CC(=O)OC)cc1 (stereo not given)	0.0	11	19	-0.6
O=C(CCS(=O)(=O)c1cccc2nsnc12)NCc1ccco1	0.0	1	-11	-0.5
Cc1ccc(-n2nc3c(c2NC(=O)c2cc4ccccc4oc2=O)CSC3)cc1	-0.2	-1	0	0.0
CCOc1ccc(S(=O)(=O)Nc2ccc(CC(=O)O)cc2)cc1	0.6	4	16	0.2
COc1ccccc1C(=O)Nc1cccc2ncccc12	0.2	6	0	-0.2

Ordered by SMILES length (ascending): part of the list above.
SMILES	FBW7 activator	TEAD-YAP block	MITF inh	GPR151 activ
COc1ccccc1C(=O)Nc1cccc2ncccc12	0.2	6	0	-0.2
O=C(CCS(=O)(=O)c1cccc2nsnc12)NCc1ccco1	0.0	1	-11	-0.5
COC(=O)c1cc(Br)ccc1NC(=O)c1ccc(OC)c(OC)c1	0.1	-8	1	1.2
CCCN(C1=NC2CS(=O)(=O)CC2S1)c1ccc(CC(=O)OC)cc1 (stereo not given)	0.0	11	19	-0.6
Nc1nnnn1/N=C/c1ccc(-c2ccc([N+](=O)[O-])cc2Br)o1	0.0	4	13	1.7
Cc1ccc(-n2nc3c(c2NC(=O)c2cc4ccccc4oc2=O)CSC3)cc1	-0.2	-1	0	0.0
Cc1ccc(C)c(CN2CCc3nnc(CCNC(=O)Cc4ccc(F)cc4)n3CC2)c1	-0.4	-5	-12	1.2

Continued.
SMILES	FBW7 activator	TEAD-YAP block	MITF inh	GPR151 activ
c1ccc(CN2CCN(Cc3cn4cccnc4n3)CC2)cc1	0.2	0	6	1.2
Cc1ccc(S(=O)(=O)N2CC=C(C(=O)Nc3ccc(C)c(Cl)c3)CC2)cc1	-0.3	2	-4	-0.3
Cc1cccc(/C=C/c2onc(C)c2S(=O)(=O)N2CCC(C(=O)NC(C)C)CC2)c1	-0.2	12	3	-0.9
O=C(c1ccccc1Br)N1CCN=C1SCc1cccnc1	-0.2	-24	-5	-0.1
COc1ccc(CNC(=O)C2CC(O)CN2C(=O)Nc2ccccc2)c(OC)c1 (stereo not given)	0.4	9	6	-0.7
COc1ccc(Nc2nnc(SCC(=O)N3CCc4ccccc43)s2)cc1	0.1	1	-11	0.0
COc1ccc(C2C(C(=O)N3CCCC3)c3ccccc3C(=O)N2Cc2ccc(F)cc2)cc1 (stereo not given)	-0.1	7	8	0.4
CCCCNC(=O)CCn1nnc2ccccc2c1=O	0.6	-3	17	0.4
CC(C)CN1C(=S)SC(C)(C)C1n1oc(=O)n(-c2cccc(Cl)c2)c1=O (stereo not given)	0.8	-1	5	-0.9
Cc1[nH]c2ccccc2c1/C=N/Nc1ccc([N+](=O)[O-])cc1	-0.1	7	8	0.9
CN(C)c1ccc(-c2nc3cc(NC(=O)c4cccc5ccccc45)ccc3o2)cc1	0.1	1	14	0.6
CCN(CC)c1ccc(C(NC(=O)C(C)C)c2cc(Cl)c3cccnc3c2O)cc1 (stereo not given)	0.2	1	8	-1.5
COc1cn(CC(=O)Nc2cccc(C)c2C)c(CSc2nncn2C)cc1=O	0.3	7	-7	-1.1
COc1ccc(CN2CCNC(=O)C2CC(=O)NCc2ccc(C)s2)c(OC)c1 (stereo not given)	0.0	11	-5	0.7
NC(=O)c1ccc(NC(=O)c2ccccc2Cl)cc1	0.1	-42	0	-0.4
O=S(=O)(NC1CC1)c1ccc2c(c1)OCCO2	0.6	-10	12	-1.1
O=C(O)CCC(=O)Nc1ccc(-c2cnc(-c3ccc(NC(=O)CCC(=O)O)cc3)nc2)cc1	0.0	9	9	0.3
O=C1N[C@@H](Cc2ccc(O)cc2)C(=O)N2CCN(Cc3ccc(Cl)cc3)C[C@H]12	-0.2	10	-11	0.2
COc1cccc(NC(=O)Cn2cccc2)c1	0.1	-4	5	1.0
CC1Cn2c(nnc2-c2cccc(F)c2)S1 (stereo not given)	0.0	-1	-2	0.0
O=C(Nc1ccc(F)cc1)N(Cc1ccco1)Cc1cc2cc3c(cc2[nH]c1=O)OCCO3	0.0	-10	2	1.6
O=C1NC(=S)N(c2ccc(F)cc2)C(=O)/C1=C\c1ccc2c(c1)OCCO2	-0.2	9	71*	1.0
COc1ccc2nc3c(cc(C#N)c4nc5ccc(C)cc5c(=O)n43)cc2c1	-0.1	-3	-4	-0.2
CC1CCN(c2c(NCc3ccc(C(=O)N4CC(C)CC(C)C4)cc3)c(=O)c2=O)CC1 (stereo not given)	0.0	5	7	1.7
Cc1ccc(Cn2nnc3c(NC4CC4)nc(C)nc32)cc1	0.5	25	1	0.3
CCCOc1ccccc1/C=C1\C(=O)NN(c2cccc(Br)c2)C1=O	0.1	5	10	0.0
COc1ccc(Nc2c(Cc3ccccc3)c(C)c(C#N)c3nc4ccccc4n23)cc1	0.1	1	6	1.0
Cc1ccc(C2=NN(C(=O)CCC(=O)O)C(c3cn(-c4ccccc4)nc3-c3ccc(C)cc3)C2)cc1 (stereo not given)	1.1	-13	12	-0.8
COc1ccc2nc3sc(C(=O)Nc4ccccc4[N+](=O)[O-])c(N)c3cc2c1	0.2	4	2	0.4
O=C1c2ccccc2C(=O)N1c1cc([N+](=O)[O-])ccc1Cl	0.5	-6	6	-1.4
CCCCC(=O)OCC(=O)Nc1ccc(OC(F)F)cc1	-0.1	5	17	-0.8
COc1ccc(C(=O)Oc2cc(C)[nH]c(=O)c2[N+](=O)[O-])cc1OC	0.1	-2	-3	0.8
CN1CCN(NP2(=O)C=C(c3ccccc3)SC(c3ccccc3)=C2)CC1	-0.4	-4	4	2.1
CCOc1cc(C2C3=C(CC(C)(C)CC3=O)Nc3[nH]c(=O)[nH]c(=O)c32)ccc1O (stereo not given)	0.1	-4	-2	0.2
Cc1ccc(-c2nnc(C3CCN(S(=O)(=O)c4ccc(C)cc4)CC3)o2)cc1	0.7	2	5	-0.7
CC(=O)c1c(C)[nH]c(C(=O)OCC(=O)NC(N)=O)c1C	0.1	-1	0	-1.4
COc1ccc(C(C)(C)C)cc1S(=O)(=O)N1CCN(C)CC1	-0.1	-4	-11	1.5
COc1ccc(Cl)cc1NC(=O)NCCNc1ccc(C)nn1	0.0	-18	-4	1.5
CC(O)Cn1cnc2c1c(=O)n(C)c(=O)n2C (stereo not given)	-0.1	3	2	0.9
O=C(O)c1ccccc1SC1CC(=O)N(c2ccc(OC(F)F)cc2)C1=O (stereo not given)	-0.2	3	7	-0.1
O=C(NCCC1=CCCCC1)c1ccc(N2CC3CC(C2)c2cccc(=O)n2C3)c(NC(=S)Nc2ccc(Cl)cc2Cl)c1 (stereo not given)	-0.2	-4	1	-1.2
CCCCCc1ccc(CC(=O)Nn2c(C)nc3ccccc3c2=O)cc1	0.0	1	-3	-1.2
CC1CN(C(C)(C)C)CCC1(O)C#N (stereo not given)	0.1	-2	4	0.4
O=C(NC(=O)c1ccc2ccccc2c1)Nc1ccccc1Cl	0.2	0	16	-2.0
COc1ccc(OCc2nnc(SCCN)n2-c2cccc(C(F)(F)F)c2)cc1	-0.2	0	33	1.0
COc1ccc(-n2nnnc2SC(F)F)cc1	-0.1	-3	-6	0.5
O=C(c1ccc([N+](=O)[O-])cc1)N1CCN(c2ncccn2)CC1	0.8	2	24	-2.0
Cc1cccc(S(=O)(=O)N2CCSC2c2cccc([N+](=O)[O-])c2)c1 (stereo not given)	0.1	-2	10	0.2
CSCCC(=O)N1CCC(Oc2cccc(C(=O)NCc3cccnc3)c2)CC1	-0.1	3	4	1.2

High-throughput results deposited in PubChem BioAssay by The Scripps Research Institute Molecular Screening Center.
